High-throughput results from PubChem BioAssay.
proKLK7 act: proKLK7 zymogen activators, primary screen, biochemical, fluorescence intensity. AID 652039, 2013. 370,000 tested, 0.9% active. activation, % at 7 µM. Kallikrein-7 (Homo sapiens), P49862. purified proKLK7, EDANS-DABCYL substrate fluorescence; 100% is mature enzyme control, 0% vehicle;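 active = activation above the mean of all tested compounds plus 3 SD, computed per campaign excluding outliers beyond control limits, cut at about 13% in these data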
TDP2 inh: human TDP2 enzyme inhibitors, primary screen, biochemical, epi absorbance, recombinant enzyme; Tyrosyl-DNA phosphodiesterase 2 (Homo sapiens), O95551; T5PNP hydrolysis, p-nitrophenol absorbance 415 nm; inhibition, % at 12.8 µM; 370,000 tested, 0.34% active; AID 720702, 2013;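 active = inhibition above the mean of all tested compounds plus 3 SD, set per campaign, cut at about 25% in these data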;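 note: 0% = DMSO with enzyme and 100% = buffer with substrate but no TDP2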
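Incubation: 2 h at 37 °C; Test system: recombinant human TDP2; Quantity: enzyme 120 nM; Read-out basis: percent inhibition; Medium: 50 mM Tris-HCl pH 7.5 with Mg2+, KCl, DTT, BSA; Repeats: single replicate; Compound: 12.8 µM single point, 1% DMSO; Signal: epi absorbance; Reagent: 5 mM T5PNP chromogenic substrate; Benchmarks: no-enzyme high, DMSO-plus-enzyme low.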
Tn7 DDE FP: inhibitors of Tn7 peptide binding to fibrin DD(E), primary screen, biochemical, fluorescence polarization, human fibrin, Tn7 probe. FP displacement of FITC-Tn7 peptide from fibrin DD(E); 0% = median of compound wells per plate. inhibition, % at 8.3 µM. 370,000 tested, 0.13% active. AID 720508, 2013;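 active = inhibition above the mean of compounds falling within the control limits plus 3 SD of them, cut at about 14% in these data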;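 note: 0% = plate median of compound wells and 100% = 10 µM Aha-Tn7 peptide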
Target sequence (P02675 whole entry, looked up): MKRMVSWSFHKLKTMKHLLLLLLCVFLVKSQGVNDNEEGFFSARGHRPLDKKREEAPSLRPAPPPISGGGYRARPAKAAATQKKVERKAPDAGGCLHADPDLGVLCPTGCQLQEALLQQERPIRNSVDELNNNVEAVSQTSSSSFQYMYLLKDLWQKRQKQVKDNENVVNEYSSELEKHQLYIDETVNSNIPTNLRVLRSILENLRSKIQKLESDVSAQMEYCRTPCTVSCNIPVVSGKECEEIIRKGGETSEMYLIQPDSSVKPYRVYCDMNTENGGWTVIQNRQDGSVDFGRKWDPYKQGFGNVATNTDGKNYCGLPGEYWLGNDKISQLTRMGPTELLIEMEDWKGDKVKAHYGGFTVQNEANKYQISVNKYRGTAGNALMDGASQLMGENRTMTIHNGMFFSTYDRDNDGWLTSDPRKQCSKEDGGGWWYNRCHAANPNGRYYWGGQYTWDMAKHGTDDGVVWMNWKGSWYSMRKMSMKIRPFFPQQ
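Assay system: human fibrin DD(E) protein / Input: 2 µM fibrin DD(E) / Benchmarks: high control of 10 µM Aha-Tn7 peptide / Measured by: fluorescence polarization of the labelled Tn7 tracer / Medium: Tris buffer with calcium and detergent, pH 7.8 / Timing: 10 min compound pre-incubation, 3 h probe incubation at room temperature / Repeats: one replicate per compound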
PLCg1 inh: PLC-gamma1 enzyme inhibitors, primary screen, biochemical, fluorescence, purified enzyme. fluorogenic substrate. inhibition, % at 12.2 µM. 370,000 tested, 0.84% active; in the data active = inhibition above about 9.5%
ADAM17 inh: ADAM17 inhibitors, primary screen, biochemical, QFRET; Disintegrin and metalloproteinase domain-containing protein 17 (Homo sapiens), P78536; inhibition, % at 6.95 µM; recombinant ADAM17, EDANS/DABCYL FRET peptide cleavage; 370,000 tested, 0.83% active;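 active = inhibition above the mean of compounds lying between control limits plus 3 SD, set per campaign, cut at about 8.5% in these data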;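 note: 0% = DMSO-only wells as the low control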
ASAP1 inh: inhibitors of human ASAP1 ArfGAP activity, primary screen, biochemical, fluorescence polarization | Arf-GAP with SH3 domain, ANK repeat and PH domain-containing protein 1 (Homo sapiens), … | ASAP1-stimulated ARF1 GTP hydrolysis, GDP FP detection | inhibition, % at 16.5 µM | 360,000 tested, 0.19% active | AID 624377, 2012; in the data active = inhibition above about 25%;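 note: 0% = vehicle with enzyme and substrate and 100% = no enzyme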
Target sequence (Q9ULH1 325-724 limits assumed): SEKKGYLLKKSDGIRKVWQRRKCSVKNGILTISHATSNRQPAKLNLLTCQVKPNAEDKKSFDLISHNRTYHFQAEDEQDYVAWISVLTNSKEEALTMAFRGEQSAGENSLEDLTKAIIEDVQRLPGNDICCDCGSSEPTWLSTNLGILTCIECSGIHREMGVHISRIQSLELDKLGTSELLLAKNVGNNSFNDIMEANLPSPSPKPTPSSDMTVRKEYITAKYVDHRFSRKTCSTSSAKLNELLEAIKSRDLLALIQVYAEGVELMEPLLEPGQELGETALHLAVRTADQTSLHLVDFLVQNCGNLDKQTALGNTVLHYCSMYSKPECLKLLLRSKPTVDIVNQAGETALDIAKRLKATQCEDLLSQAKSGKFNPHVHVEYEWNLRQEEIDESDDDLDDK
Tn6 DDE FP: inhibitors of Tn6 peptide binding to fibrin DD(E), primary screen, biochemical, fluorescence polarization, human fibrin, Tn6 probe. Fibrin DD(E) TRITC-Tn6 fluorescence polarization displacement. 370,000 tested, 0.21% active. inhibition, % at 8.3 µM. Fibrinogen beta chain (Homo sapiens), P02675;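 active = inhibition above a per-campaign cutoff: mean of compounds within control limits plus 3 SD, cut at about 15% in these data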;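 note: 0% = median of all compound wells on the plate and 100% = blocking peptide control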
ADAM10 inh: human ADAM10 inhibitors, primary screen, biochemical, QFRET, HTS; Disintegrin and metalloproteinase domain-containing protein 10 (Homo sapiens), O14672; recombinant ADAM10, EDANS/DABCYL FRET peptide cleavage, 3 h; inhibition, % at 7 µM; 370,000 tested, 0.62% active; AID 720582, 2013;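 active = inhibition above a per-campaign cutoff equal to the mean of compounds falling between control-based bounds plus 3 SD, cut at about 20% in these data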;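 note: 0% = DMSO wells while the 100% control is not disclosed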
LEDGF integ inh: blockers of LEDGF/p75-dependent integrase strand transfer – biochemical, TR-FRET, high throughput, primary screen; HIV-1 integrase (with human LEDGF/p75); TR-FRET IN-LEDGF/p75 DNA integration, Eu/Cy5; inhibition, % at 3.7 µM; 370,000 tested, 0.64% active; AID 743269, 2014;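 active = inhibition above the screen-wide mean plus 3 SD, cut at about 13% in these data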;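 note: signal is the Cy5 over europium emission ratio at 671 and 618 nm; 0% = plate median of compound wells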
ARFGAP1 inhibitor: inhibitors of rat ARFGAP1 GAP activity, primary screen, biochemical, fluorescence polarization, GDP tracer | Arfgap1-stimulated ARF1 GTP hydrolysis, GDP FP detection | inhibition, % at 16.5 µM | 360,000 tested, 0.26% active | AID 651572, 2012;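 active = inhibition above a per-plate limit, mean inhibition of low control wells plus 3 SD, cut at about 25% in these data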;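 note: 0% = DMSO wells with enzyme and 100% = wells lacking Arfgap1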
Target sequence (Q62848 1-136 limits assumed): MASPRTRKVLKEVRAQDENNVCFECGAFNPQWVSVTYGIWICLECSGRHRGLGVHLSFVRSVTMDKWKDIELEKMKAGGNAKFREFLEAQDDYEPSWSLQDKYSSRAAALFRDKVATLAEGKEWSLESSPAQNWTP
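System: truncated rat Arfgap1 GAP domain / Medium: HEPES-based buffer, pH 7.5 / Also added: N-terminally truncated human ARF1-GTP substrate / Incubation: enzyme reaction 120 min at 25 °C after 20 min preincubation / Measured by: FP of antibody-bound GDP Alexa 633 tracer, ex 620/em 688 nm / Replicates: singlicate, each compound tested once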
* marks the source's active call; other numbers are inactive results; i = inactive; / = no result given. Random draw from the library; about 4.2% have a hit in one of these screens.

Preview (3 entries):
SMILES	proKLK7 act	TDP2 inh	Tn7 DDE FP	PLCg1 inh	ADAM17 inh	ASAP1 inh	Tn6 DDE FP	ADAM10 inh	LEDGF integ inh	ARFGAP1 inhibitor
CC(C)CCn1nnnc1CN1CCN(C(=O)c2ccco2)CC1	-1.1	-2.5	3.4	-1.2	1.0	-3.5	-5.1	-0.7	1.4	6.1
O=C(NC1CCOc2ccccc21)c1ccc(Cl)nc1 (stereo not drawn)	0.0	5.5	2.6	1.1	-1.8	-6.3	-10.4	6.9	1.4	1.5
O=C(NCc1ccc(F)cc1)c1cc(-c2ccccn2)nc2ccc(S(=O)(=O)N3CCOCC3)cc12	0.5	10.1	3.0	-1.8	-4.2	7.0	2.8	-2.2	-0.8	1.8

This part in full, repeating the preview:
SMILES	proKLK7 act	TDP2 inh	Tn7 DDE FP	PLCg1 inh	ADAM17 inh	ASAP1 inh	Tn6 DDE FP	ADAM10 inh	LEDGF integ inh	ARFGAP1 inhibitor
CC(C)CCn1nnnc1CN1CCN(C(=O)c2ccco2)CC1	-1.1	-2.5	3.4	-1.2	1.0	-3.5	-5.1	-0.7	1.4	6.1
O=C(NC1CCOc2ccccc21)c1ccc(Cl)nc1 (stereo not drawn)	0.0	5.5	2.6	1.1	-1.8	-6.3	-10.4	6.9	1.4	1.5
O=C(NCc1ccc(F)cc1)c1cc(-c2ccccn2)nc2ccc(S(=O)(=O)N3CCOCC3)cc12	0.5	10.1	3.0	-1.8	-4.2	7.0	2.8	-2.2	-0.8	1.8
O=C(CSc1nnc(Cc2ccc(Cl)cc2)o1)Nc1ccccc1	0.7	7.0	5.2	-0.8	-6.4	-2.8	2.4	-5.0	-1.2	2.8
O=c1[nH]c(CN2CCN(c3ccc(F)cc3)CC2)nc2ccccc12	0.3	-0.5	-6.4	-1.7	-2.2	4.0	-3.6	1.8	2.1	0.4
CCS(=O)(=O)N1Cc2ccccc2CC1C(=O)N(C)Cc1ccc(OC)cc1OC (stereo not drawn)	-0.1	-6.1	-1.5	6.2	-2.9	4.5	-6.3	-1.9	1.5	7.4
C=COC(=O)c1sc2nc(C)cc(C)c2c1N	5.0	10.3	3.0	i	-232.8	4.2	-7.8	i	-3.0	-11.3
c1cnc2ccc(C(c3nnnn3C3CCCC3)N3CCN(c4nc5ccccc5s4)CC3)cc2c1 (stereo not drawn)	0.9	-10.8	3.0	-1.3	4.4	4.4	1.4	18.6	-2.2	7.3
COc1ccc(N(C)S(=O)(=O)c2cccc(C(=O)Nc3ccc(N4CCOCC4)cc3)c2)cc1	-0.6	-6.8	4.4	0.5	-5.7	8.4	0.1	-11.3	-1.2	4.9
C/C(=N\NC(=O)c1ccccc1)c1ccc(NC(=O)c2cccs2)cc1	-0.7	2.1	3.2	-0.7	-0.2	-2.5	6.6	-0.9	-0.1	2.2
CCOc1ccccc1C(=O)NC1CC2CCCC(C1)N2Cc1ccccc1 (stereo not drawn)	-0.4	-1.9	5.7	-0.9	-3.2	-2.6	-4.4	2.0	-4.9	-8.2
CC(C)CN(C(=O)COC(=O)c1ccc2ccccc2n1)C1CCS(=O)(=O)C1 (stereo not drawn)	-0.4	6.1	1.1	0.2	-0.3	-4.4	8.2	-1.3	-0.4	-5.3
CC(=O)Nc1ccc(S(=O)(=O)NCCC(=O)OCC(=O)NCc2ccccc2)cc1	0.5	-2.3	1.0	-0.2	-1.6	3.0	1.8	-3.2	4.2	3.5
O=c1cc(N2CCc3ccccc3C2)[nH]c(=O)n1C1CCCCC1	-0.1	4.8	1.9	3.7	0.5	-1.9	-9.9	0.5	-5.8	-1.2
O=C1c2ccsc2SCCN1Cc1ccccc1Cl	0.9	-2.4	3.2	2.0	5.3	-4.9	0.1	19.4	0.7	3.2
Cc1cc(Cl)ccc1NC(=S)N1CCN(C(=O)c2ccco2)CC1	0.2	8.3	4.4	0.2	-3.6	2.3	-3.0	-3.9	-1.7	-1.7
COc1cc2c(cc1OC)CN(C(=O)c1ccc(Cl)c(S(=O)(=O)N3CCCC3)c1)CC2	-0.1	5.4	6.5	-5.0	-1.1	-17.3	-2.7	-9.0	-3.5	-3.7
Cc1ccc(C)c(OCc2ccc(C(=O)Nc3ccc([N+](=O)[O-])cn3)o2)c1	0.0	-2.5	-4.2	4.0	-4.1	6.6	-5.4	-6.9	2.5	-0.2
Cc1c(=O)n(OCc2ccc(Cl)cc2)c2ccccc2[n+]1[O-]	0.5	1.2	3.3	-13.9	-7.2	-3.2	-5.1	-16.2	-1.6	-8.8
CC(C)CN1C(=O)N2Cc3ccccc3C2CS1(=O)=O (stereo not drawn)	0.6	-3.8	0.9	-0.2	-0.8	/	-5.5	-3.6	1.9	/
Cc1c(NC(=O)C(C)OC(=O)c2cccc(S(=O)(=O)N(C)C)c2)c(=O)n(-c2ccccc2)n1C (stereo not drawn)	-0.1	-16.1	3.0	6.3	-6.1	5.3	-6.3	-0.1	-8.3	16.8
Cc1ccc(NS(=O)(=O)c2ccc(C(C)(C)C)cc2)cn1	0.1	1.5	5.8	-3.5	-3.8	-2.6	-1.8	-1.8	-4.8	1.8
CC1CN(C(=O)c2cccs2)CC(C)O1 (stereo not drawn)	-0.3	1.9	2.1	1.4	0.2	9.9	-2.1	-3.3	3.3	-5.0
CCOC(=O)NC(=O)C(=CNc1ccccc1OC)C(=O)NC(=O)OCC	-0.9	-14.6	-2.3	3.1	-1.2	6.1	-0.7	-3.3	-6.5	14.7
Cc1c(/C=C/C(=O)c2cccs2)cnn1C	2.9	-5.6	-3.2	-13.1	-56.0	2.4	-6.3	-186.7	-4.0	6.9

Part of the list above, limited to proKLK7 act, ADAM17 inh and Tn7 DDE FP.
Compound	proKLK7 act	ADAM17 inh	Tn7 DDE FP
Cc1c(=O)n(OCc2ccc(Cl)cc2)c2ccccc2[n+]1[O-]	0.5	-7.2	3.3
CCOc1ccccc1C(=O)NC1CC2CCCC(C1)N2Cc1ccccc1 (stereo not drawn)	-0.4	-3.2	5.7

(further entries)
SMILES	proKLK7 act	TDP2 inh	Tn7 DDE FP	PLCg1 inh	ADAM17 inh	ASAP1 inh	Tn6 DDE FP	ADAM10 inh	LEDGF integ inh	ARFGAP1 inhibitor
O=C(NN=Cc1ccc(F)cc1)c1cccc(S(=O)(=O)N2CCCC2)c1	-0.4	0.0	8.3	5.2	-3.5	-5.2	6.2	-20.3	-2.0	0.1
O=C(NCC(=O)N(c1ccccc1F)C(C(=O)NC1CCCC1)c1ccco1)c1ccco1 (stereo not drawn)	-0.1	-4.8	3.6	-0.7	-2.7	-5.0	-4.7	-4.2	1.2	6.7
N#Cc1c(N)nc2c(c1N)CC(CO)O2 (stereo not drawn)	0.3	4.8	4.5	1.3	-2.0	-8.4	-5.0	1.8	1.0	-3.8
Cc1csc(NC(=O)C(C)Oc2ccc(Cl)cc2C)n1 (stereo not drawn)	-0.8	-7.3	-4.3	0.0	3.7	-0.7	-4.5	11.6	1.8	0.2
CCCCCC(=O)Nc1nc(C)c(-c2csc(Nc3cc(Cl)ccc3C)n2)s1	-0.1	0.3	-0.9	-6.6	-1.6	8.2	4.8	-3.3	1.0	6.1
CCOC(=O)c1csc(NC(=O)c2ccc(S(=O)(=O)N(CC)CC)cc2)n1	0.3	-13.7	7.0	-1.8	-2.0	0.8	2.8	-3.8	-0.3	7.0
COc1ccc(Oc2ccc(N/C=C/C(=O)C(C)(C)C)cc2)cc1	0.4	1.2	-4.3	-6.3	0.4	11.4	-6.9	-0.9	4.1	10.1
O=C(O)c1ccc(NS(=O)(=O)c2cc(Cl)sc2Cl)cc1	0.1	-0.4	-3.9	1.6	-0.3	-14.3	-8.8	16.1	0.0	-6.1
O=C(Cc1ccsc1)NNC(=O)c1cccc(Cl)c1	0.4	1.7	3.0	-2.0	-2.8	-5.4	-2.9	-3.0	0.2	4.3
COc1ccc(-c2ccc3c(N)c(C(=O)c4ccc(OC)c(OC)c4)sc3n2)cc1	1.6	16.5	2.8	-195.4	-17.7	9.6	-3.3	-44.1	-3.1	0.2
CCCCOC(=O)Nc1cc(Cl)ccc1C	0.4	3.7	0.2	-1.0	-0.8	-6.3	-4.0	-4.5	-0.3	0.9
Cc1[nH]c2ccccc2c1SCC(=O)N1CCCc2ccccc21	-1.0	-6.1	-4.0	3.0	3.0	4.0	-7.4	7.5	4.8	-11.0
CCCCn1c(N)c(N(CC(C)C)C(=O)c2cc(=O)[nH]c3ccccc23)c(=O)[nH]c1=O	-0.1	-9.2	7.2	-1.6	-6.8	-7.2	6.2	-8.9	-3.5	8.7
Cc1cc(C)c2c(N)c(C(=O)c3ccc(Cl)cc3)sc2n1	-0.3	-10.8	-4.3	0.3	3.2	-6.4	-3.6	13.9	3.7	11.6
C[C@H](O)[C@@H]1C(=O)N2CCc3c([nH]c4cccc(-c5ccccc5)c34)[C@@H]2C[C@@H]1N(C)C(=O)NC1CCCCC1	-22.5	-0.8	-1.9	-279.3	-199.1	3.8	-2.9	i	-1.4	-11.5
COC(=O)C1CCN(C(=O)Cn2nnc(-c3ccccc3)n2)CC1	-0.2	16.8	11.4	0.9	1.0	-13.2	1.6	6.8	2.2	-6.1
O=C(CNC(=O)N1CC(=O)Nc2ccccc21)NCCc1cccc(F)c1	0.2	9.5	4.5	3.0	-0.2	-0.5	-1.9	3.1	4.1	-0.8
CCN(Cc1ccccc1)C(=O)CSc1nncn1C	0.6	-5.9	8.4	-0.5	-5.8	9.9	-4.5	-12.1	1.7	-8.1
